ABCB1 inh = human ABCB1 inhibition, ABCG2 as counter-screen | hit rate 0.067% among 190,000 | CCRF-Adr cells, JC-1 efflux, flow cytometry | AID 1326 | inhibition, % at 6.6 µM; in the data active = inhibition above about 40%;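 also: 0% = vehicle and 100% = reference inhibitor; higher value means more JC-1 retained so stronger ABCB1 efflux block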
Mcl1 Bid PPI = disrupts binding of human Mcl-1 to Bid peptide; hit rate 0.97% among 220,000; AID 1021; inhibition, % at 21.7 µM; Q07820; TR-FRET Mcl-1/Bid-Dy647 peptide binding, 1536-well;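 active = compounds that cut the binding signal by more than half at the single screening dose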;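 also: His-tagged Mcl-1 with europium anti-His antibody binding Bid BH3 peptide; 0% = Mcl-1 plus peptide wells and 100% = peptide-only wells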
Target sequence (Q07820 whole entry, looked up): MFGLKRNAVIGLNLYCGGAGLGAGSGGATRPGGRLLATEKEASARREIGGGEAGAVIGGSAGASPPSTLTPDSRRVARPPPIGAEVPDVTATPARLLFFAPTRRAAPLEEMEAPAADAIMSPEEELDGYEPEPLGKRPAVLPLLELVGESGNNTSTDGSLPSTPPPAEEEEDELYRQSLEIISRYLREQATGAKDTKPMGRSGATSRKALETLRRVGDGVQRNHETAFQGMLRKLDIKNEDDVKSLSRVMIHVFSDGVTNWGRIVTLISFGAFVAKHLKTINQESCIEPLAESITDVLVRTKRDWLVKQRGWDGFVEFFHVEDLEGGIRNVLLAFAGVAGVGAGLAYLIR
Avidin bead fluor = compound fluoresces at 488/530 nm on avidin beads; fluorescence (KMESF) at 10 µM; compound fluorescence 488/530 nm, flow cytometry; active compounds read high; AID 1775; hit rate 0.38% among 220,000; in the data active = fluorescence above about 47; also: inactives centre near 10
GSH bead fluor = GSH bead compound fluorescence profile; GSH beads flow cytometry, compound fluorescence 488/530 nm; active compounds read high; fluorescence (KMESF) at 10 µM; hit rate 0.25% among 190,000; AID 1776; in the data active = fluorescence above about 89;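 also: glutathione beads carrying GST-tagged Bcl family fusion proteins plus one bare bead set; values are compound well signal with DMSO vehicle wells as background; inactives centre near 16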
RGS4-Gao reg = modulates binding of RGS4 to human Galphao; P09471; binding response (% of control), % at 10 µM; hit rate 0.33% among 220,000; AID 1415; Multiplexed bead flow cytometry; actives lie on both sides; in the data active = binding response below about 49% or above about 150%; inactive = in between;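 also: fluorescent Galphao activated with aluminum fluoride binding bead-coupled RGS4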
Target sequence (P09471 whole entry, looked up): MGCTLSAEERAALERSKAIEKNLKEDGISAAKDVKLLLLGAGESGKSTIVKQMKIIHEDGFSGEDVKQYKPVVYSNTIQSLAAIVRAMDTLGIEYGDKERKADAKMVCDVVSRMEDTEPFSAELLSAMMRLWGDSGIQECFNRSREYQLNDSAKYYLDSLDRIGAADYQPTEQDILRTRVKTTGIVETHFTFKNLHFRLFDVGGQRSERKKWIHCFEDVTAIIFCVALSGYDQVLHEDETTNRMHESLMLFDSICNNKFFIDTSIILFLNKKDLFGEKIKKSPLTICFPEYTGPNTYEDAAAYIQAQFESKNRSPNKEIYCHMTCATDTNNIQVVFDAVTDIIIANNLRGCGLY
RGS7-Gao reg = regulators of human RGS7-Galphao interaction; P09471; Multiplexed bead flow cytometry, RGS7-Galphao binding; actives lie on both sides; binding response (% of control), % at 10 µM; hit rate 0.35% among 220,000; in the data active = binding response below about 49% or above about 150%; inconclusive = no clear call, values can overlap the other calls; inactive = in between;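 also: fluorescent Galphao held in activated GDP-AlF4 state binding bead-coupled RGS7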
ABCG2 inh = human ABCG2 inhibition, ABCB1 as counter-screen. Q9UNQ0. IgMXP3 cells, JC-1 efflux, flow cytometry. inhibition, % at 6.6 µM. hit rate 0.1% among 190,000. AID 1325;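 active = inhibition above 80%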;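 also: 0% = DMSO and 100% = nicardipine control wells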
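Times: 10 min at 25 °C | Test system: Two drug-resistant human cell lines, ABCG2 and ABCB1 | Quantity: 3 million cells/mL final, two lines in 1:1 ratio | Signal: Flow cytometry, 530 nm JC-1 signal | Dosing: Compound at 6.6 µM | Controls: Nicardipine and DMSO wells | Reagent: JC-1 as fluorescent efflux pump substrate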
RGS8-Gao reg = regulators of human RGS8-Galphao interaction. P09471. multiplexed bead flow cytometry, RGS8-Galphao binding; actives lie on both sides. response (percent of control binding), % at 10 µM. hit rate 0.34% among 220,000. AID 1423; in the data active = response below about 60% or above about 140%; inactive = in between;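 also: Galphao activated as the GDP aluminium fluoride complex binding bead-coupled RGS8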
Pf gametocyte = P. falciparum stage V gametocyte viability inhibition; inhibition, % at 10.9 µM; hit rate 0.065% among 150,000; AID 743093; P. falciparum stage V gametocytes, ATP luminescence, 24 h;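 active = inhibition above the mean plus 3 SD of compounds within the control limits, set per campaign, cut at about 38% in these data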;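 also: 0% = DMSO wells and 100% = medium only without gametocytes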
Bim-Mcl-1 = human Bim-Mcl-1 interaction inhibition. Bead-based flow cytometry, Bim peptide-Mcl-1 binding. AID 1009. inhibition, % at 10 µM. hit rate 0.1% among 190,000; in the data active = inhibition above about 40%;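 also: 0% = no compound tracer wells and 100% = peptide blocker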
Mcl1-Noxa inh = Mcl-1/Noxa interaction inhibition | inhibition, % at 21.7 µM | Q07820 | TR-FRET Mcl-1/Noxa peptide binding, 2 h | hit rate 1.5% among 220,000;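 active = compounds that cut the protein-peptide binding signal by more than 50% relative to plate controls in a single-dose test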;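 also: His-tagged Mcl-1 with rhodamine Noxa BH3 peptide and terbium anti-His antibody; 0% = Mcl-1 plus Noxa peptide wells and 100% = peptide-only wells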
* marks the source's active call; other numbers are inactive results; ? = inconclusive; . = not tested or not shown.

SMILES | ABCB1 inh | Mcl1 Bid PPI | Avidin bead fluor | GSH bead fluor | RGS4-Gao reg | RGS7-Gao reg | ABCG2 inh | RGS8-Gao reg | Pf gametocyte | Bim-Mcl-1 | Mcl1-Noxa inh
CCOC(=O)N1CCN(S(=O)(=O)c2ccc(F)c(C(=O)Nc3cccc(C)c3C)c2)CC1 | 1.4 | -3 | 11 | 8 | 98 | 102 | 2 | 101 | . | -1 | 7
CSc1nc2c(c(=O)[nH]1)C(c1cccs1)C1=C(CCCC1=O)N2 (centres undefined) | -1.9 | -42 | 10 | 28 | 101 | 100 | 22 | 103 | 11 | -4 | 7
CC1(C)Cc2ccccc2-c2nnc(-c3ccc4ccccc4n3)n21 | 2.8 | -4 | 5 | 17 | 78 | 85 | 14 | 74 | . | 2 | 8
COc1ccc(CN2CCCC(C(=O)c3cccc(OC(C)C)c3)C2)cc1Cn1cccn1 (centres undefined) | 1.8 | -32 | 13 | 11 | 105 | 105 | 1 | 101 | 14 | 0 | -8
Cc1ccc2c(C)c(C(=O)Nc3c(C)n(C)n(-c4ccccc4)c3=O)oc2c1C | 1.4 | -9 | 2 | 8 | 100 | 99 | 9 | 100 | -15 | -2 | 10
CCNC(=O)COC(=O)c1csc2c1CCCC2 | -0.3 | -37 | 3 | 17 | 98 | 94 | 4 | 100 | . | -25 | 14
Cn1c(SCC(=O)c2ccc3c(c2)NC(=O)CO3)nc2ccccc21 | -0.2 | -73 | 18 | 10 | 102 | 100 | 1 | 103 | 5 | -2 | -99
COc1ccc(S(=O)(=O)NCCN2CCOCC2)c2ccccc12 | 0.4 | 1 | 4 | 28 | 100 | 97 | 0 | 101 | . | -3 | -7
Cc1cc(C)n(C(CC(=O)O)C(=O)O)n1 (centres undefined) | 0.5 | 14 | 6 | 18 | 101 | 101 | 2 | 101 | -29 | -11 | 36
O=C(CCC1CCCCC1)NC1=NCCS1 | 0.0 | 0 | 2 | 6 | 102 | 101 | 2 | 105 | . | -4 | 23
CCOc1cc(CNc2ccc(N3CCCC3)cc2)cc(Cl)c1OC | 0.8 | 6 | 4 | 18 | 93 | 87 | 4 | 92 | -5 | -2 | 76*
COc1cccc(OCCCCCN2CCOCC2)c1 | 0.0 | -16 | 11 | 35 | 100 | 103 | 0 | 103 | -36 | -3 | .
O=C(c1ccc(Cl)c(Cl)c1)c1cnc(Nc2ccccc2)s1 | 0.3 | -15 | 15 | 15 | 100 | 99 | 1 | 105 | -5 | -1 | -20
COc1cccc(CNC(=O)CCC2CCCN(c3cc(C)nc(N(C)C)n3)C2)c1 (centres undefined) | 0.0 | -9 | 12 | 14 | 105 | 112 | 1 | 115 | -21 | -2 | 20
CCn1cc(CNCc2cn(C)nc2-c2ccc(C3CCCCC3)cc2)cn1 | 2.4 | -23 | 7 | 16 | 100 | 93 | 2 | 107 | 0 | -1 | 5
CCn1cc([C@@H]2C[C@H]3CN(Cc4cccc(Cl)c4)C(=O)[C@]34CCCN24)c(C)n1 | -0.1 | -39 | 11 | 13 | 102 | 100 | -1 | 101 | 11 | 0 | -12
COc1cc(S(=O)(=O)NCc2ccccc2)ccc1Br | 0.1 | -5 | 5 | 9 | 101 | 99 | 1 | 103 | 9 | -9 | 14
Cc1ccc(Cn2ncc3c(N4CCOCC4)ncnc32)cc1 | 1.0 | -11 | 13 | 25 | 103 | 105 | 13 | 100 | -1 | -1 | 10
CCOC(=O)N1CCN(C(=O)Cn2cnc3ccccc3c2=O)CC1 | 0.3 | -19 | 10 | 17 | 103 | 101 | 1 | 106 | 1 | 1 | 10
COc1ccc(/C=N\NC(=O)/C(=C\Nc2nccc(C)n2)NC(=O)c2ccccc2)cc1 | -0.7 | -28 | 26 | 22 | 102 | 106 | 1 | 102 | . | -3 | 4
Cc1cc(C(=O)CSc2nnc(N)s2)c(C)n1-c1c(C)n(C)n(-c2ccccc2)c1=O | 0.5 | -4 | 3 | 45 | 93 | 95 | 2 | 95 | 5 | -1 | 8
Cc1ccc(NC(=O)C2C(c3ccccc3)C=CC(c3ccccc3)C2C(=O)O)cc1 (centres undefined) | -0.2 | -20 | 13 | 24 | 99 | 99 | 5 | 98 | -8 | -5 | 10
CSc1cccc(NC(=S)NCCCO)c1 | . | -25 | 3 | . | 78 | ? | . | 90 | 11 | . | 8
NC1=NN=C(N2N=C(c3ccccc3)CC2(O)C(F)(F)F)n2ncnc2C1 (centres undefined) | 0.3 | -11 | 11 | 14 | 100 | 99 | 2 | 100 | 12 | 0 | 4
CC(NC(=O)Nc1ccccc1)C(c1ccccc1)N1CCOCC1 (centres undefined) | 0.8 | -5 | 12 | 4 | 103 | 100 | 6 | 99 | . | -3 | 21
C/C(=N\Nc1nc(-c2ccc(C)cc2C)cs1)c1cc2ccccc2oc1=O | 0.1 | -25 | 11 | 14 | 97 | 95 | 2 | 98 | 3 | -2 | -2
Cc1[nH]c2ccccc2c1C(=O)COC(=O)Cn1c(C(F)(F)F)nc2ccccc21 | -0.2 | -14 | 3 | 6 | 98 | 98 | 1 | 100 | 10 | 0 | 23
CSCCC(NC(=O)c1ccc([N+](=O)[O-])cc1Cl)C(=O)OCC(=O)N(C)C (centres undefined) | 0.1 | -26 | 10 | 17 | 104 | 103 | 0 | 103 | -12 | -5 | 1
CCOc1ccccc1OCCOc1cccc(C(F)(F)F)c1 | 0.1 | -13 | 11 | 37 | 99 | 100 | 5 | 100 | -5 | -1 | .
CC(=O)Nc1ccc(S(=O)(=O)N(C)S(=O)(=O)c2ccc(F)cc2)cc1 | 0.0 | -9 | 7 | 55 | 97 | 98 | 4 | 100 | 10 | -3 | 12
CN(C)CCCN(CCCN(C)C)C(=S)Nc1ccc(S(=O)(=O)N2CCOCC2)cc1 | . | -30 | 9 | . | 100 | ? | . | 99 | 0 | . | 5
O=C1N=C(N2CCC(Cc3ccccc3)CC2)S/C1=C/c1cn[nH]c1-c1ccccc1 | 0.2 | -4 | 9 | 12 | 96 | 93 | 3 | 99 | -1 | 0 | 15
Cc1cccc(NC(=O)CN2C(=O)COc3ccc(Cl)cc32)c1 | 0.3 | -20 | 21 | 12 | 99 | 95 | 1 | 101 | 9 | -3 | 6
O=C(O)c1ccccc1SCC(=O)N1CCc2ccccc21 | 0.6 | -12 | 19 | 16 | 102 | ? | 0 | 100 | 3 | 0 | 12
CC(C)c1ccc(NC(=O)C(c2ccccc2)N2CCC3(CC2)OCCO3)cc1 (centres undefined) | 6.0 | 4 | 23 | 25 | 103 | 102 | 64 | 102 | . | -5 | 9
Cc1ccc(NC(=O)CCn2cnc3ccccc3c2=O)cc1Cl | 0.8 | -4 | 36 | 22 | 100 | 100 | 6 | 101 | . | 5 | 24
O=c1oc2ccccc2c(Nc2ccccc2)c1[N+](=O)[O-] | 0.1 | 10 | 5 | 16 | 94 | 93 | 4 | 101 | . | -1 | 23
COc1ccc(OC)c(Nc2ncnc3c2cnn3-c2cccc(C)c2)c1 | 0.9 | 0 | 5 | 20 | 104 | 107 | 3 | 112 | . | 4 | 26
COC(=O)CSc1nc(NC#N)nc(NC(C)C)n1 | 0.6 | 6 | 13 | 14 | 101 | 101 | 2 | 99 | . | -4 | 6
COc1ccccc1NC(=O)Nc1ncccc1C | 0.9 | -40 | 13 | 30 | 99 | 99 | 27 | 103 | 17 | -2 | -43

Arranged by heavy-atom count (rising): part of the list above
SMILES | ABCB1 inh | Mcl1 Bid PPI | Avidin bead fluor | GSH bead fluor | RGS4-Gao reg | RGS7-Gao reg | ABCG2 inh | RGS8-Gao reg | Pf gametocyte | Bim-Mcl-1 | Mcl1-Noxa inh
O=c1oc2ccccc2c(Nc2ccccc2)c1[N+](=O)[O-] | 0.1 | 10 | 5 | 16 | 94 | 93 | 4 | 101 | . | -1 | 23
CCOc1ccccc1OCCOc1cccc(C(F)(F)F)c1 | 0.1 | -13 | 11 | 37 | 99 | 100 | 5 | 100 | -5 | -1 | .
Cn1c(SCC(=O)c2ccc3c(c2)NC(=O)CO3)nc2ccccc21 | -0.2 | -73 | 18 | 10 | 102 | 100 | 1 | 103 | 5 | -2 | -99
NC1=NN=C(N2N=C(c3ccccc3)CC2(O)C(F)(F)F)n2ncnc2C1 (centres undefined) | 0.3 | -11 | 11 | 14 | 100 | 99 | 2 | 100 | 12 | 0 | 4
CCn1cc([C@@H]2C[C@H]3CN(Cc4cccc(Cl)c4)C(=O)[C@]34CCCN24)c(C)n1 | -0.1 | -39 | 11 | 13 | 102 | 100 | -1 | 101 | 11 | 0 | -12
CC(C)c1ccc(NC(=O)C(c2ccccc2)N2CCC3(CC2)OCCO3)cc1 (centres undefined) | 6.0 | 4 | 23 | 25 | 103 | 102 | 64 | 102 | . | -5 | 9
Cc1ccc(NC(=O)C2C(c3ccccc3)C=CC(c3ccccc3)C2C(=O)O)cc1 (centres undefined) | -0.2 | -20 | 13 | 24 | 99 | 99 | 5 | 98 | -8 | -5 | 10
COc1ccc(CN2CCCC(C(=O)c3cccc(OC(C)C)c3)C2)cc1Cn1cccn1 (centres undefined) | 1.8 | -32 | 13 | 11 | 105 | 105 | 1 | 101 | 14 | 0 | -8

Carrying on.
SMILES | ABCB1 inh | Mcl1 Bid PPI | Avidin bead fluor | GSH bead fluor | RGS4-Gao reg | RGS7-Gao reg | ABCG2 inh | RGS8-Gao reg | Pf gametocyte | Bim-Mcl-1 | Mcl1-Noxa inh
O=C(N1CCCCCC1)N1CCN(S(=O)(=O)c2ccccc2)CC1 | 2.1 | 13 | 23 | 24 | 98 | 100 | 12 | 100 | . | -4 | 4
CCOC(=O)CC1COCCN1Cc1cn[nH]c1-c1ccc2c(c1)OCO2 (centres undefined) | 0.2 | 5 | 7 | 10 | 99 | 93 | 1 | 104 | . | 1 | 3
CN(C)S(=O)(=O)N1CCC(CO)(Cc2cccc(C(F)(F)F)c2)CC1 | 1.3 | -1 | 8 | 31 | 98 | 102 | 3 | 103 | -19 | 0 | 16
C=CCNc1scc(-c2ccccc2)[n+]1CC=C | 0.0 | -13 | 10 | 24 | 101 | 94 | 0 | 101 | -4 | 9 | 12
Cc1cccc(NC(=S)NCCSc2ccc(Cl)cc2)c1 | -1.7 | -55 | 6 | 10 | 102 | 94 | 7 | 89 | 6 | 9 | 5
Cc1nnsc1SCCNC(=O)c1c(F)cccc1F | 1.1 | 5 | 13 | 34 | 101 | 100 | 7 | 101 | 21 | -1 | 3
CC(C)c1ccc(CC(C)C2C3=C(CCCC3=O)OC3=C2C(=O)CCC3)cc1 (centres undefined) | 1.5 | -4 | 7 | 31 | 97 | 97 | 3 | 94 | 7 | 0 | 11
COc1ccc(-c2cc(C(F)(F)F)n3ncc(C(=O)NCC4CCCO4)c3n2)cc1OC (centres undefined) | 3.5 | -18 | 10 | 24 | 103 | 105 | 27 | 102 | . | -2 | 3
CS(=O)(=O)N1CCN(C(=O)c2ccc(-c3ccccc3)cc2)CC1 | 0.6 | -11 | 17 | 31 | 102 | 100 | 1 | 103 | . | -1 | 4
